Compound activity (PubChem BioAssay)
CHRM5 agonist = human M5 muscarinic receptor agonists, primary screen, CHO-K1 cells, Fluo-8 calcium fluorescence. actives 0.19% (n = 360,000). activation, % at 3 µM. CHO-K1 hM5 cells; 0% DMSO wells, 100% maximal acetylcholine response;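 active means activation above the run's mean over test compounds plus 3 SD, cut at about 23% in these data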;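 further: signal is peak over basal fluorescence ratio across the kinetic read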
Target sequence (P08912 whole entry, looked up): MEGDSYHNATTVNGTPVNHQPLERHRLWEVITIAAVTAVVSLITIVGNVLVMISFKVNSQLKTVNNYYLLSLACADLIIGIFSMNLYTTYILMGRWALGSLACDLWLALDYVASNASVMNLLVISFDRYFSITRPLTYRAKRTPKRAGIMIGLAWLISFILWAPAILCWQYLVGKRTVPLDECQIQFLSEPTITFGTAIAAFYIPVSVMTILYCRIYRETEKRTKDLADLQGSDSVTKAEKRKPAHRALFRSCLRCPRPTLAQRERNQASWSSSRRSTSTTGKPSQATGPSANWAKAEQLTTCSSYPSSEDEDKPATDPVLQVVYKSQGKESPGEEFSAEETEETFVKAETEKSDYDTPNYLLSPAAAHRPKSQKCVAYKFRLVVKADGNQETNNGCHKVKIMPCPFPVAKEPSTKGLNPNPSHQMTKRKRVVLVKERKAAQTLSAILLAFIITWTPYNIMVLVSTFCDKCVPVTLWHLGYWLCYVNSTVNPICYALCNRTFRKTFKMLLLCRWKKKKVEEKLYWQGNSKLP
M1 PAM = human M1 muscarinic receptor positive allosteric modulators, primary screen, CHO-K1 cells, Fluo-8 calcium fluorescence, 1536-well | Muscarinic acetylcholine receptor M1 (Homo sapiens), P11229 | CHO-K1 hM1, ACh EC20; 0% = ACh EC20, 100% = maximal ACh | activation, % at 3 µM | actives 0.088% (n = 360,000); in the data active means activation above about 19%, passing the limit was not always enough
M4 PAM = human M4 muscarinic receptor positive allosteric modulators, primary screen, CHO-K1 cells, Fluo-8 calcium fluorescence; actives 0.4% (n = 360,000); activation, % at 3 µM; AID 624126, 2012; Muscarinic acetylcholine receptor M4 (Homo sapiens), P08173; CHO-K1 hM4/Gqi5, ACh EC20; 0% = ACh EC20, 100% = maximal ACh;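 active means activation above its plate's cutoff, the mean activation of sample wells plus 3 SD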; further: some results filed as inactive read as strong as hits
Target sequence (P08173 whole entry, looked up): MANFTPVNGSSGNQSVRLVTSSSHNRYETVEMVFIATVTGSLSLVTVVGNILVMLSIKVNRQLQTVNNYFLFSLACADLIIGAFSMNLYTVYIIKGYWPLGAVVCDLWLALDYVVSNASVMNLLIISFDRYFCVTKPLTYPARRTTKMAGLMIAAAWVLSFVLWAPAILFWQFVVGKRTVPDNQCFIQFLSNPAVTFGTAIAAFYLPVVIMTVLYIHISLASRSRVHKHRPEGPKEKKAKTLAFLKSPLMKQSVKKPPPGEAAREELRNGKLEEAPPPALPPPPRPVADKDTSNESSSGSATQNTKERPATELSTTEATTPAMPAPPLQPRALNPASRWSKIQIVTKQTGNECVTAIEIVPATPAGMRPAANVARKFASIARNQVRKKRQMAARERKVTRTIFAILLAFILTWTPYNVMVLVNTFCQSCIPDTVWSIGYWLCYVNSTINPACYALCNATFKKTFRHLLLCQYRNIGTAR
M4 antag = human M4 muscarinic receptor antagonists, primary screen, CHO cells, Fluo-8 calcium fluorescence | Muscarinic acetylcholine receptor M4 (Homo sapiens), P08173 | CHO-hM4 cells, ACh EC80 | inhibition, % at 3 µM | actives 0.73% (n = 360,000) | AID 624125, 2012;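 active means inhibition above its plate's cutoff, the mean inhibition of sample wells plus 3 SD, cut at about 27% in these data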;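 further: 0% = acetylcholine EC80 with DMSO and 100% = DMSO without agonist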
CHRM5 PAM = human M5 muscarinic receptor positive allosteric modulators, primary screen, CHO-K1 cells, Fluo-8 calcium fluorescence. actives 0.3% (n = 360,000). AID 624038, 2012. activation, % at 3 µM. CHO-K1 hM5, ACh EC20 PAM; 0% = ACh EC20, 100% = ACh EC100;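 active means activation above the run cutoff, the mean activation of all test compounds plus 3 SD, cut at about 18% in these data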
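Assay system – human M5 receptor in CHO-K1 cells · Read-out – % activation, ACh-normalized · Technique – Fluo-8 calcium fluorescence · Dosing – single-point, 3 µM nominal · Incubation – Fluo-8 loading 80 min at 37 °C plus 30 min room temperature · Repeats – singlicate, one well per test compound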
CRFBP-R2 block = antagonists of CRF-BP/CRF-R2 complex, primary screen, cell-based, HEK293, calcium dye fluorescence, uHTS; CRF-induced calcium fluorescence; inhibition, % at 11.8 µM; actives 0.59% (n = 350,000); AID 588475, 2011;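 active means inhibition of the ligand-induced calcium signal above about 50% at the single tested concentration, limit read from the data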
CRFR2-BP ag = agonists of CRF-BP/CRF-R2 complex, primary screen, cell-based, HEK293, calcium dye fluorescence, uHTS. CRF-binding protein / CRF receptor 2 complex (human). calcium dye fluorescence (FLIPR); percent of saturating CRF peptide response. activation, % at 13.2 µM. actives 0.46% (n = 350,000);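 active means activation of at least 50%, plus an integration ratio under a set limit after plate pattern correction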;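 further: plate controls were neutral control wells without compound for no effect and CRF at EC100 for full effect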
M5 antag = human M5 muscarinic receptor antagonists, primary screen, CHO cells, Fluo-8 calcium fluorescence | Muscarinic acetylcholine receptor M5 (Homo sapiens), P08912 | CHO-hM5 cells, ACh EC80 | inhibition, % at 3 µM | actives 0.59% (n = 360,000);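 active means inhibition above a per-plate cutoff, the mean of that plate's test compounds plus 3 SD, cut at about 27% in these data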;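 further: 0% = acetylcholine EC80 with DMSO and 100% = DMSO without agonist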
M4 ag = human M4 muscarinic receptor agonists, primary screen, CHO-K1 cells, Fluo-8 calcium fluorescence | Muscarinic acetylcholine receptor M4 (Homo sapiens), P08173 | activation, % at 3 µM | actives 0.14% (n = 360,000) | CHO-K1 hM4/Gqi5; vehicle 0%, full acetylcholine response 100%;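 active means activation above the run mean over all test wells plus 3 SD, cut at about 32% in these data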;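 further: peak over basal fluorescence ratio per well then scaled between controls; 0% = DMSO wells and 100% = acetylcholine at EC100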
* = called active by the depositor; . = not tested or not shown. Compounds as they come; any-hit rate near 2.6%.

SMILES	CHRM5 agonist	M1 PAM	M4 PAM	M4 antag	CHRM5 PAM	CRFBP-R2 block	CRFR2-BP ag	M5 antag	M4 ag
COC(=O)C1OC(OC2CC[C@]3(C)C(CC[C@@]4(C)[C@@H]3CC=C3[C@@H]5CC(C)(C)CC[C@]5(C(=O)OC5OC(CO)C(O)C(O)C5O)CC[C@]34C)C2(C)C)C(O)C(O)C1O[C@H]1OCC(O)C(O)C1O (stereo partly drawn)	3	8	11	-21	-3	-12	2.3	-6	1
CC1C(=O)N2CCCc3cc(NC(=O)C(=O)NCCc4c[nH]c5ccccc45)cc1c32 (stereo not drawn)	3	-4	-6	1	-18	27	0.6	10	13
Cc1c(C(=O)OCC(=O)Nc2c(C)n(C)n(-c3ccccc3)c2=O)oc2ccccc12	0	10	-6	2	-1	-7	1.3	1	1
Cc1cc(C(=O)CN2C(=O)C(=O)N(CCC3=CCCCC3)C2=O)c(C)n1C	0	2	11	-12	5	7	1.7	4	5
NC(=O)c1cc(S(=O)(=O)N2CCCCC2)cs1	-2	8	-2	-3	-3	-5	-1.0	0	4
COc1ccc(S(=O)(=O)c2c(C)c(NS(=O)(=O)c3ccccc3)cc(C)c2O)cc1	-2	7	-5	0	0	-36	5.5	1	0
C=CCOc1ccc(/C=C2\SC(N)=NC2=O)cc1OC	-6	3	1	-11	-1	6	-2.5	6	0
O=C(O)C1C2CCC(C2)C1C(=O)NCCc1cccc(Cl)c1 (stereo not drawn)	0	-4	-6	7	-5	5	1.1	6	1
Cc1ccc2[nH]c(C(=O)N3CCN(c4cccc(Cl)c4)CC3)cc2c1	3	0	-8	6	-2	-7	-1.4	-5	0
N=c1c(C(=O)NCC2CCCO2)cc2c(=O)n3ccccc3nc2n1Cc1ccccc1Cl (stereo not drawn)	-1	11	3	4	3	3	2.0	-1	1
COc1cc(C(=O)NCC(=O)N/N=C(C)\C=C\c2ccccc2)cc(OC)c1OC	0	-5	0	-5	-7	18	-0.5	-5	5
O=C(NC(=S)Nc1ccc2c(c1)OCO2)c1ccc(Cl)cc1	0	-4	1	4	-7	-35	0.7	-3	1
Cc1cccc(-n2c(SCC(=O)Nc3ccc4c(c3)OCO4)nnc2-c2ccoc2C)c1	-1	2	7	-2	-2	37	-3.4	4	-1
Cc1ccc([N+](=O)[O-])cc1NC(=O)C(Sc1ccccc1)c1ccccc1 (stereo not drawn)	-3	-19	-1	4	-7	6	-2.8	11	3
CCOC(=O)CSc1nc(=O)n2ccccc2n1	-1	1	5	2	8	-11	-0.7	4	2
Cc1ccc(NS(=O)(=O)c2ccc(NC(=O)CSc3ccc(Cl)cc3)cc2)c(C)c1	0	9	-3	10	-6	-13	5.2	5	4
O=C(N/C(=C/c1cccnc1)C(=O)N1CCOCC1)c1ccccc1F	0	10	2	-16	3	5	0.8	3	1
O=C1CCCC/C1=C/NCc1ccccc1	2	7	1	-5	9	-15	-0.7	-7	1
CCOc1ccc(C(=O)NCC(=O)NCC2CCCCC2)cc1OCC	-2	3	-5	-7	-3	14	-2.4	12	2
CC(C)(C)n1nnnc1C(c1cccs1)N1CCCc2ccccc21 (stereo not drawn)	-7	3	-3	4	-1	19	-0.7	1	-2
CCN(CC)S(=O)(=O)c1cc(NC(=O)CCNC(=O)c2ccco2)ccc1C	1	-2	-8	8	-6	1	0.8	16	4
Cc1cc(C(=O)N/N=C/c2ccc(O)c([N+](=O)[O-])c2)n[nH]1	-2	10	-6	-2	-2	3	1.2	3	0
COC(=O)c1ccc(/C=N/NC(=O)CC(=O)NCC(C)C)cc1	-1	2	8	11	-2	-11	24	-3	2
CCOC(=O)[C@H]1[C@H]2COc3ccc(Br)cc3[C@H]2N2C(=O)CN(Cc3ccc(C)cc3)C(=O)[C@@]12C	1	18	-5	-16	0	-5	1.3	-3	2
CCOC(=O)/C(=N\Nc1ccccc1Cl)N1CCN(Cc2ccccc2)CC1	2	6	-14	-10	-3	-13	1.4	-4	4

6 successive compounds out of the list so far, for reference:
SMILES	CHRM5 agonist	M1 PAM	M4 PAM	M4 antag	CHRM5 PAM	CRFBP-R2 block	CRFR2-BP ag	M5 antag	M4 ag
COC(=O)C1OC(OC2CC[C@]3(C)C(CC[C@@]4(C)[C@@H]3CC=C3[C@@H]5CC(C)(C)CC[C@]5(C(=O)OC5OC(CO)C(O)C(O)C5O)CC[C@]34C)C2(C)C)C(O)C(O)C1O[C@H]1OCC(O)C(O)C1O (stereo partly drawn)	3	8	11	-21	-3	-12	2.3	-6	1
CC1C(=O)N2CCCc3cc(NC(=O)C(=O)NCCc4c[nH]c5ccccc45)cc1c32 (stereo not drawn)	3	-4	-6	1	-18	27	0.6	10	13
Cc1c(C(=O)OCC(=O)Nc2c(C)n(C)n(-c3ccccc3)c2=O)oc2ccccc12	0	10	-6	2	-1	-7	1.3	1	1
Cc1cc(C(=O)CN2C(=O)C(=O)N(CCC3=CCCCC3)C2=O)c(C)n1C	0	2	11	-12	5	7	1.7	4	5
NC(=O)c1cc(S(=O)(=O)N2CCCCC2)cs1	-2	8	-2	-3	-3	-5	-1.0	0	4
COc1ccc(S(=O)(=O)c2c(C)c(NS(=O)(=O)c3ccccc3)cc(C)c2O)cc1	-2	7	-5	0	0	-36	5.5	1	0

Next section:
SMILES	CHRM5 agonist	M1 PAM	M4 PAM	M4 antag	CHRM5 PAM	CRFBP-R2 block	CRFR2-BP ag	M5 antag	M4 ag
CC(C)(C)OC(=O)N1CCOCCOCCN(C(=O)OC(C)(C)C)CCOCC1	1	6	3	0	2	20	3.0	-7	5
CC1CCc2c(sc3ncnc(NS(=O)(=O)c4cccs4)c23)C1 (stereo not drawn)	-4	-1	6	-4	4	11	0.0	-14	1
O=C(O)CC(CC(=O)Nc1ccc(N2CCOCC2)cc1)c1ccccc1 (stereo not drawn)	0	7	15	2	9	11	3.1	-3	0
O=C(OCc1ccccc1C(F)(F)F)c1ccc(Br)c(S(=O)(=O)N2CCOCC2)c1	3	0	-5	6	-8	-4	14	9	2
CN(C)S(=O)(=O)c1cccc(C(=O)Nc2ccccc2C(=O)NC2CC2)c1	4	9	-1	-6	-7	2	-1.4	8	6
CC(C)[C@H](NC(=O)C1CCN(S(=O)(=O)c2ccccc2)CC1)C(=O)NCc1ccccc1	-2	19	15*	-11	13	-12	1.8	-13	0
CN(Cc1ccccc1)S(=O)(=O)c1ccc(Cl)c(C(=O)OCC(=O)NC2CCS(=O)(=O)C2)c1 (stereo not drawn)	5	-9	-6	-1	1	10	-0.5	-4	13
COc1ccc(CCNC(N)=S)cc1OC	2	3	-2	5	-4	63*	-1.6	13	1
COc1ccc(NC(=O)CCC(=O)c2ccc(-c3ccccc3)cc2)cc1	-3	1	7	0	7	20	-0.1	-4	1
C[C@H]1CN([C@@H](C)CO)C(=O)c2cc(NC(=O)c3ccncc3)ccc2O[C@H]1CN(C)Cc1ccc(C(=O)O)cc1	6	16	14	-2	6	4	-0.4	1	3
CCOC(=O)C1CCN(C(=O)c2ccccc2NS(=O)(=O)c2ccccc2)CC1	-2	-1	11	-9	4	-3	-1.8	-14	2
O=c1c2c3c(sc2[nH]c(=S)n1Cc1ccco1)CCC3	1	11	10	0	-2	-10	0.5	9	0
Cc1ccc(NC(=O)C(C)SCc2nc3sc4c(c3c(=O)[nH]2)CCCC4)nc1 (stereo not drawn)	-1	2	-3	7	0	-19	4.0	-7	1
O=C(/C=C/c1ccco1)Nc1scc(-c2ccccc2)c1C(=O)O	-8	4	10	-10	14	19	-1.1	-1	1
Cc1ccc(C)c2c1CCCC2=O	1	12	3	-3	-3	-9	0.2	1	0
O=C(O)/C=C/C(O)c1ccc(Cl)cc1 (stereo not drawn)	-1	3	-1	5	-9	19	0.3	6	1
Cc1ccccc1Nc1nc(CSc2nnnn2-c2ccccc2)cs1	-2	6	-2	9	-6	3	1.6	-1	1
COc1ccc(NC(=O)c2sc3nc(C)nc(N4CCOCC4)c3c2C)c(OC)c1	2	5	12	-10	-4	-5	-3.9	10	0
Cc1ncc(CO)c(/C=N/NC(=O)c2ccc(O)cc2)c1O	1	1	1	5	-9	4	7.4	16	1
Nc1nc2c(-c3ccc(Br)cc3)nnn2c2ccccc12	-3	5	0	4	2	2	-0.9	0	0
COCCn1c(SCC(=O)NCc2ccco2)nc2cccnc21	-2	3	-6	6	9	5	-0.8	-10	0
O=C(CCCC(=O)c1ccccc1)Nc1ccc(F)cc1	-2	13	2	-4	-3	8	-0.8	-3	3
CCS(=O)(=O)Nc1cccc(C2=NN(S(=O)(=O)CC)C(c3cccs3)C2)c1 (stereo not drawn)	-6	4	2	1	-3	14	2.7	2	4
CN(Cc1ccc(OCC(O)CN2CCCCC2)cc1)Cc1ccnc2ccccc12 (stereo not drawn)	1	-8	-12	0	-14	4	1.0	17	10
COCCCn1c(SCC(=O)Nc2ccc(C(C)=O)cc2)nc2ccccc2c1=O	0	9	-4	-3	-4	22	-2.3	4	4

Going on with the list:
SMILES	CHRM5 agonist	M1 PAM	M4 PAM	M4 antag	CHRM5 PAM	CRFBP-R2 block	CRFR2-BP ag	M5 antag	M4 ag
CC1CC(C)CN(CC(O)COC2CC(C)CC(C)(C)C2)C1 (stereo not drawn)	-3	-13	-42	1	-15	-25	-1.4	16	13
COc1cc(NC(=O)CN2c3cccc4cccc(c34)S2(=O)=O)cc(OC)c1OC	6	0	2	8	-5	10	-1.7	5	8
Cc1cccc(Nc2nc(NC(C)C)nc(Oc3ccc(=O)n(C)n3)n2)c1	-5	2	3	-20	1	-8	-0.2	-6	-2
Cc1ccc(C2=NOC(=O)/C2=C\C=C\c2ccccc2)cc1	4	-7	-1	5	4	-18	32	-7	2
O=C(Nc1ccccc1)Nc1ccc(Cl)nc1Cl	0	-3	-10	-6	-14	2	4.2	14	10
CCCC(=O)Nc1cc2c3c(c1)CCN3C(=O)CC2	-2	3	-2	11	-4	10	-2.5	3	1
CC(NC(=O)c1sc2ccccc2c1Cl)C1CCCO1 (stereo not drawn)	-3	-5	-3	0	2	-10	7.7	0	0
CC(=O)N1CCc2cc(S(=O)(=O)N3CCOCC3)ccc21	-5	-1	-2	5	-3	0	0.1	6	1
CCCNS(=O)(=O)c1ccc2c(c1)CCCN2C(C)=O	-3	1	-8	9	-7	2	-1.9	10	0
N#CCCN(C(=O)COC(=O)CNC(=O)C12CC3CC(CC(C3)C1)C2)c1ccccc1	2	4	0	-1	0	11	-1.6	0	1
CCOc1ccc(CCNC(=O)C2CCCN(S(=O)(=O)c3c(C)n[nH]c3C)C2)cc1OCC (stereo not drawn)	-9	3	0	6	-3	-10	1.3	4	3
O=S1(=O)CCN(Cc2cccc(C(F)(F)F)c2)CC1	-3	8	9	-11	4	13	1.1	-4	2
CC(C)(C)OC(=O)C[C@@H]1C/C=C\C[C@@H](CC(=O)N[C@@H](CO)Cc2ccccc2)C(=O)N2CCC[C@H]2COC1=O	-1	3	1	-11	1	8	-0.7	12	6
O=c1cc(CN2CCCC2)c2c(ccc3ccccc32)o1	0	1	1	-1	0	.	.	6	0
Cc1cccc(C(=O)OCC(=O)NC(C)CCc2ccccc2)c1 (stereo not drawn)	-4	3	-7	0	-3	5	-0.2	8	0
